From PubChem BioAssay
Shiga inhibitor: blocks Shiga toxin action in Vero cells | inhibition, % at 38.7 µM | AID 2315 | actives 9.2% (n = 290,000) | Vero cells, Shiga toxin protein synthesis inhibition reporter; in the data active = inhibition mostly above about 28%, no sharp cut-off; inactive = mostly below about 43%; also: 0% is about no effect
Cycloheximide cs: counter-screen for Shiga toxin inhibitors: cycloheximide protein synthesis inhibition; cell reporter, cycloheximide protein synthesis inhibition counterscreen; max response, %; actives 12% (n = 300,000); in the data active = max response mostly above about 13%, no sharp cut-off; inactive = mostly below about 14%; also: read at 38.3 µM for the half of the compounds with a filed dose; 0% is about no effect
Pf growth 96h: P. falciparum growth inhibition at 96 hour, primary screen for plastid delayed-death inhibitors; Potency, µM (doses to about 28.7 µM), without a hit: at the top dose activity change, negative = inhibition, most hits filed as inhibitors; P. falciparum luciferase reporter growth, 96 h; actives 6.9% (n = 320,000); also: potency is read from the fitted curve at half-maximal effect; % is scaled to controls: 0 for no effect and ±100 for the full control effect
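P. falciparum expressing integrated firefly luciferase grown in erythrocytes (2% hematocrit, 0.05% parasitemia final) with compounds for 96 hours at 37 C, 5% CO2. Growth inhibition read as loss of luminescence after adding luciferase detection reagent.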
AmpC no deterg: AmpC beta-lactamase inhibition without detergent. P00811. AID 485341. actives 0.52% (n = 330,000). AmpC nitrocefin hydrolysis, absorbance 480 nm, 0.0001% Triton. Potency, µM (doses to about 57.1 µM), for the others: top-dose activity change, negative = inhibition, actives largely listed as inhibitors;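 also: potency is read from the fitted curve at half-maximal effect; plate controls were no compound for no effect and no enzyme for full effect; nearly all actives have a fitted effect of over 20% in size; some results filed as inactive show a strong effect at the top dose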
Target sequence (P00811 whole entry, looked up): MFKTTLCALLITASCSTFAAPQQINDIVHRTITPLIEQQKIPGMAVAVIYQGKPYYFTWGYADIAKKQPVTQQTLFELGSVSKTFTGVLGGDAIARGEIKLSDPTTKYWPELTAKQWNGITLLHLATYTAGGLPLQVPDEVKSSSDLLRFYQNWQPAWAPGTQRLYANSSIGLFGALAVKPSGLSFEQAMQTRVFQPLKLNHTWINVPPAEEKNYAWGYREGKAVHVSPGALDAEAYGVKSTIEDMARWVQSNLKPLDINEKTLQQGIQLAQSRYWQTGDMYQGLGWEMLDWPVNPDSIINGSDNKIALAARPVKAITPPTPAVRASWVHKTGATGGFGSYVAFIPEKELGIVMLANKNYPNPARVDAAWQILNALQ
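AmpC (5.3 nM in the dispensed reagent) in 20 mM phosphate pH 7.0 with 0.01% (detergent screen) or 0.0001% Triton X-100 was preincubated with compounds for 15 min at room temperature. Nitrocefin was then added from an 800 uM solution, and hydrolysis was followed at 480 nm.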
Pf growth 48h: inhibits P. falciparum growth in the first generation, 48 h. P. falciparum luciferase growth in erythrocytes, 48 h. Potency, µM (titrated, usually from 28.7 µM), without a hit: top-dose activity change, negative = inhibition, most hits filed as inhibitors. actives 5.9% (n = 310,000). AID 504832; also: potency is read from the fitted curve at half-maximal effect; % is scaled to controls: 0 for no effect and ±100 for the full control effect
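Firefly luciferase activity from engineered P. falciparum reports growth; inhibitors lower the luminescent signal. Cultures contained 2% hematocrit erythrocytes at 0.1% final parasitemia.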
LmPK inhibitor: blocks Leishmania mexicana pyruvate kinase activity. AID 1721. Potency, µM (top dose mostly 57.5 µM), without a hit: at the highest dose activity change, negative = inhibition, hits mostly inhibitors. purified LmPK, Kinase-Glo ATP luminescence, 1 h. actives 0.37% (n = 290,000); also: potency is read from the fitted curve at half-maximal effect; % is scaled to controls: 0 for no effect and ±100 for the full control effect
Target sequence (Q27686 whole entry, looked up): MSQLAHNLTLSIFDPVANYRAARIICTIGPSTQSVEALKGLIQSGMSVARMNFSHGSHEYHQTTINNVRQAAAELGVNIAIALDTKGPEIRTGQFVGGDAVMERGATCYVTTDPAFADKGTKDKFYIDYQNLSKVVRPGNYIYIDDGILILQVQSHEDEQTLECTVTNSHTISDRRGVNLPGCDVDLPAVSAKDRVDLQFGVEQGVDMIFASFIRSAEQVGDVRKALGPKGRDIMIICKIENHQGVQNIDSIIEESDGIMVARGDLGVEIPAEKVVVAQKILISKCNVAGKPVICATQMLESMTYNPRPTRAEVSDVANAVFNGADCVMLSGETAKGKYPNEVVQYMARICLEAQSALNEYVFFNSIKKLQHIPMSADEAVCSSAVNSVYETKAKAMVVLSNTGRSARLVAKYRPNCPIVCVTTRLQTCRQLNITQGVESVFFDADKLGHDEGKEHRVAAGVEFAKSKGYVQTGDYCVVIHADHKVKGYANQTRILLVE
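Kinase-Glo luminescence read after 1 h RT reaction of 0.1 nM LmPK with 0.5 mM PEP and 0.1 mM ADP. Activity scaled between uninhibited and enzyme-free controls.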
Tb PYK inh: inhibitors of Trypanosoma brucei pyruvate kinase; AID 624173; actives 0.12% (n = 410,000); Potency, µM (doses to about 76.8 µM), for the others: top-dose activity, negative = inhibition, hits mostly inhibitors; TbPYK enzyme, Kinase-Glo Plus ATP luminescence, 45 min; Q57TT1; also: potency is read from the fitted curve at half-maximal effect; % is scaled to controls: 0 for no effect and ±100 for the full control effect; nearly all actives have a fitted effect of over 50% in size
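In this concentration-response screen, enzyme-free wells defined baseline while DMSO plates tracked drift. Each reaction combined TbPYK, substrate, compound and 130 uM ADP for 45 min at room temperature. Kinase-Glo Plus luminescence gave the signal.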
Starred values were filed as active, the others as inactive; u = inconclusive; x = no result given; & = joins results of further samples; [ ] = dose if it differs, or a comment. Unless noted, calls follow the shape of the dose curve; as a rule, active = well fitted curve in the direction sought with a large enough effect; inconclusive = small, poorly fitted or top-dose-only effect, or another doubt; inactive = no such curve, though single readings can be large; an effect the other way counts as inactive or inconclusive.

SMILES | Shiga inhibitor | Cycloheximide cs | Pf growth 96h | AmpC no deterg | Pf growth 48h | LmPK inhibitor | Tb PYK inh
COc1ccc(S(=O)(=O)N2CCCCCC2)cc1C(=O)N(C)CC(=O)Nc1c(Cl)cccc1Cl | x | x | -28% | 37% | u | x | -2%
Cc1cccc(C)c1NC1=NC(C)(C)N=C(N)N1 | 27 | 1 | 132%[activator] | -13% | 5% | -3% | 3%
CC(C)Cn1c(N)c(C(=O)COC(=O)c2ccncc2)c(=O)n(C)c1=O | -9 | -4 | u | 13% | -4% | 3% | -7%
O=C(Nc1cccn2ncnc12)C(F)(F)F | -17 | 12 | 32% | -17% | 243% | 1% | -5%
O=C(N1CCOCC1)N1CCN(S(=O)(=O)c2ccc(F)cc2)CC1 | x | -1 | 99%[activator] | -1% | -7% | 4% | -2%
C/C(=N\Nc1nncc2ccccc12)c1ccc(OCC(=O)N(C)C)cc1 | 138* | 44* | 6% | 69%[activator] | -14% | 5% | 1%
CCn1c(SCc2ccccc2)nc2c1c(=O)[nH]c(=O)n2C | -20 | 1 | -21% | 14% | -19% | -3% | -1%
CC(=O)c1ccc(NC(=O)C2CCCN(S(=O)(=O)c3cccc4nonc34)C2)cc1 (centres undefined) | -10 | 1 | -22% | -20% | 0% | 7% | -4%
COc1ccc([N+](=O)[O-])cc1NC(=O)CSc1nncn1-c1ccccc1 | -14 | 1 | u | 5% | 9% | 1% | 5%
Cc1onc(-c2c(Cl)cccc2Cl)c1C(=O)N1CCc2ccccc2C1 | -26 | -3 | 7.4µM* | 36% | 10µM* | 2% | 6%
COC(=O)c1ccc(COc2ccccc2/C=N/NS(=O)(=O)c2ccccc2)cc1 | 18 | 17 | 40%[activator] | -45% | 37%[activator] | 7% | -4%
O=C(c1ccccc1)c1c[nH]c2cc3c(cc2c1=O)OCCO3 | 45* | 17* | 15µM* | -18% | 46%[activator] | -7% | -13%
Cc1ccc(NC(=O)c2ccc(NCc3ccc(F)cc3)nc2)cc1 | -3 | -3 | u | -23% | 19% | 3% | 1%
CCOC(=O)c1[nH]c2cc(OC)c(OC)cc2c1NC(=O)CCN1CCSCC1 | -7 | -3 | 2% | 8% | -27% | 5% | -12%
CCn1cc(CN2CCCC(C(=O)c3ccc(-c4ccccc4)c(F)c3)C2)cn1 (centres undefined) | 3 | 15 | u | 135%[activator] | u | 5% | 2%
O=C(O)CN1C(=O)NC2(CCCc3ccccc32)C1=O (centres undefined) | 15 | 10 | 24% | -24% | 29% | -4% | 3%
Cc1c(-n2cc(C(=O)c3ccccc3O)cc(C#N)c2=O)c(=O)n(-c2ccccc2)n1C | 9 | 1 | -7% | -16% | -28% | 2% | -14%
CN1C(=O)CSc2ccc(NC(=O)NCc3ccco3)cc21 | -8 | -1 | -1% | -20% | x | -1% | -2%
OCCN(Cc1ccccc1)C(=S)NC1CCCCC1 | -9 | -3 | -19% | -12%[11.4 µM] | -20% | 7% | 2%
Cc1cc(C)n(CC(=O)NCc2cc(-c3nn(C)c(=O)c4ccccc34)ccc2C)n1 | 11 | -4 | x | 27% | u | 3% | -1%
O=C(N/N=C/c1cc(Br)c(Br)o1)c1cc2ccccc2o1 | -21 | 1 | -11% | -43% | -23% | 6% | 2%
CC(C)Cc1nc(N2CCN(C(=O)c3ccco3)CC2)c(C#N)c2c1CCCC2 | 23 | 19 | -18% | 42% | u | 4% | -1%
Cc1csc(CN(C)C(=O)c2cn(Cc3cccc4ccccc34)nn2)n1 | 36* | 21 | 43%[activator] | -12% | 11% | -15% | -8%
Cc1ccc2nc(-c3ccc(-c4ccccn4)s3)cn2c1 | 69* | 45* | 177%[activator] | -19% | 78%[activator] | -24% | -12%
CCCCCCOc1ccc(C(CC(=O)O)C(N)=O)cc1 (centres undefined) | 12 | 2 | -1% | -29% | 19% | -5% | -6%
CC(O)(C#CCN1CCOCC1)c1ccccc1 (centres undefined) | 12 | -1 | u | -2% | 7% | -5% | -6%
CN(Cc1ccccc1)Cc1nc2c(c(=O)n(C)c(=O)n2C)n1Cc1ccc(F)cc1 | -12 | -1 | 12µM* | 127%[activator] | 12µM* | 5% | -8%
CN(C(=O)c1cc(C(=O)N(C)c2ccccc2)cc([N+](=O)[O-])c1)c1ccccc1 | x | 1 | u | 45% | -18% | 7% | 1%
COc1cc(Cl)c(NS(=O)(=O)c2c(C(=O)N3CCCC3)c(C)n(C)c2C)c(OC)c1 | -8 | -1 | u | 40% | 13% | -4% | -7%
CCOC(=O)C1CCN(c2ccc(C(N)=O)cc2[N+](=O)[O-])CC1 | -14 | 1 | -11% | -11% | 8% | 2% | -2%
N=c1n(CCCOc2ccc(Br)cc2)c2ccccc2n1CC(N)=O | -7 | -3 | 9.3µM* | 30% | 13µM* | 3% | 3%
COc1cccc(C(=O)N2CCN(c3ncccn3)CC2)c1 | -6 | -3 | 0% | -1% | 6% | 2% | -2%
COCCCN(C(=O)CCOc1ccccc1C)c1c(N)n(Cc2ccccc2)c(=O)[nH]c1=O | x | x | u | 53% | 13µM* | x | -10%
CC(C)c1cc(N=NC(N)=O)cc(C(C)C)c1O | -25 | -4 | u | 2% | 12% | -7% | 5%
COc1ccccc1CCC(=O)Nc1cccc(S(=O)(=O)N2CCOCC2)c1 | 21 | -4 | -27% | -14% | u | 6% | 4%
CC(=O)Nc1ccc(S(=O)(=O)N(C)C2CCN(C)CC2)cc1 | -2 | 0 | -29% | -14% | 7% | -3% | -2%
COc1cccc(N2CCN(C(=O)c3cc4c(s3)-c3ccccc3OC4)CC2)c1 | -3 | -1 | 4.1µM* | -44% | -2% | 0% | -2%&4%
Cc1ccccc1OC(C)C(=O)Nc1ccc2c(c1)OCO2 (centres undefined) | -19 | 15 | u | -9% | -3% | -6% | 8%
CC(C)(C)NC(=O)COC(=O)c1ccccc1C(=O)c1ccccc1 | 3 | -2 | -1% | -7% | 19% | -3% | -2%
Cc1csc(NC(=O)c2ccc(S(=O)(=O)N3CCN(C)CC3)cc2)n1 | 58* | 32* | u | 21% | 22% | 2% | 0%
CCCCCC(=O)Nc1cccc(C2=NOC3(C2)C[C@@H](C(N)=O)N(C(=O)c2ccc(Cl)cc2)C3)c1 (some centres undefined) | 15 | -2 | u | 144%[activator] | u | 6% | -4%
O=S(=O)(/C=C/c1cccc(Br)c1)N1CCOCC1 | -3 | 15 | 34%[activator] | -1% | 24% | 1% | -8%
COc1cc(OC)cc(C(=O)NCC(=O)OCC(=O)c2cc(OC)ccc2OC)c1 | 20 | 0 | 36%[activator] | -12% | -8% | 1% | -8%
CC(C)CNC(=O)N1c2ccccc2Sc2ccccc21 | -9 | -2 | u | 3% | -28% | 1% | -3%
Cc1ccc(NC(=O)CSc2nnc(-c3cccnc3)n2-c2ccc(C)cc2)cc1 | -1 | -3 | -6% | 31% | -23% | 2% | -4%
COc1ccccc1C(=O)OCC(=O)Nc1cccc(S(=O)(=O)N2CCCC2)c1 | x | x | -3% | 27% | u | x | 1%
CCCCCc1ccc(CC(=O)N2CCOCC2)cc1 | 17 | 6 | -28% | 48% | 31% | -1% | -5%
O=C(Nc1ccccc1)C1=C[C@@H](c2ccc(Br)cc2)C[C@@H](OCCCCO)O1 | 86* | 52* | u | 52% | u | 7% | -1%
CC(=O)Nc1cccc(C(=O)OCc2ccc(C(=O)Oc3ccc(Cl)cc3)cc2)c1 | 26 | -2 | -3% | 2% | 11% | -4% | 4%
O=C(C[n+]1cccc(NC(=O)c2ccccc2)c1)c1ccc(NC(=O)c2ccccc2)cc1 | -3 | 12 | u | 0% | u | 0% | -6%

Compounds above that contain an NH in an aromatic ring, in the order listed:
SMILES | Shiga inhibitor | Cycloheximide cs | Pf growth 96h | AmpC no deterg | Pf growth 48h | LmPK inhibitor | Tb PYK inh
CCn1c(SCc2ccccc2)nc2c1c(=O)[nH]c(=O)n2C | -20 | 1 | -21% | 14% | -19% | -3% | -1%
O=C(c1ccccc1)c1c[nH]c2cc3c(cc2c1=O)OCCO3 | 45* | 17* | 15µM* | -18% | 46%[activator] | -7% | -13%
CCOC(=O)c1[nH]c2cc(OC)c(OC)cc2c1NC(=O)CCN1CCSCC1 | -7 | -3 | 2% | 8% | -27% | 5% | -12%
COCCCN(C(=O)CCOc1ccccc1C)c1c(N)n(Cc2ccccc2)c(=O)[nH]c1=O | x | x | u | 53% | 13µM* | x | -10%

(more compounds)
SMILES | Shiga inhibitor | Cycloheximide cs | Pf growth 96h | AmpC no deterg | Pf growth 48h | LmPK inhibitor | Tb PYK inh
O=[N+]([O-])c1ccc(NC2CCCC2)c2ccncc12 | -3 | -5 | -13% | 21% | u | -7% | 2%
CSc1ccccc1NC(=O)CSc1nncs1 | -3 | 10 | 4% | -9% | 14% | 4% | -3%
CCO[C@H]1OC(C(=O)Nc2ccccc2)=C[C@@H](c2ccc(Br)cc2)[C@@H]1CCCO | -6 | -4 | u | 56% | -9% | 9% | 3%
CCCCCc1ccc(-c2cn(Cc3ccc(C(=O)c4ccccc4)cc3)nn2)cc1 | 9 | -4 | u | -15% | 24% | -1% | -3%
COc1ccc(CCN(C)C(=O)c2cccc(S(=O)(=O)NCc3ccccc3)c2)cc1OC | -7 | 1 | u | 31% | u | -4% | 9%
COc1ccc(COn2c(=O)c(C)[n+]([O-])c3ccccc32)cc1OC | -14 | -1 | x | -12% | 3% | -10% | -4%
COc1ccc(NC(=O)CSCC(=O)Oc2c(OC)cccc2OC)cc1 | x | x | -3% | -14% | 34%[activator] | x | -2%
COc1cccc(CNc2ccc3c(c2)ncn3C(C)C)c1OC | 162* | 44* | 0% | 6% | x | -6% | -17%
CCOC(=O)C1CCCN(S(=O)(=O)c2cnc(Cl)c(Br)c2)C1 (centres undefined) | -9 | 18 | 39%[activator] | -7% | 2% | -1% | 0%
Cc1ccc(S(=O)(=O)NCC2CCC(C(=O)NCCCOC(C)C)CC2)cc1 (centres undefined) | -11 | -1 | 40%[activator] | 64%[activator] | u | -2% | 1%[15.4 µM]
O=c1c2[nH]cnc2n(-c2ccccc2)c(=O)n1Cc1ccccc1 | 31 | 8 | u | -7% | -17% | -6% | 0%
O=C(NC1CC1)c1ccc(F)cc1Cl | 3 | 6 | x | -11% | 24% | 1% | -7%
Cc1ccc(NC(=O)C(Cc2ccccc2)NC(=O)c2ccco2)cc1 (centres undefined) | -7 | -3 | -20% | -21% | x | 1% | -4%
COc1cccc(NS(=O)(=O)c2ccc(NC(C)=O)cc2)c1 | 0 | 0 | x | -18% | 4% | 0% | 3%
Cc1ccc(S(=O)(=O)N[C@@H](C)C(=O)N2CCC(C(=O)N3CCC[C@H]3C(=O)O)CC2)cc1 | -13&20 | -6&-5 | x | -17%&-17% | -7% | 0%&0% | -1%
CCN(C(=O)COC(=O)CSc1ccc([N+](=O)[O-])cc1)C1CCS(=O)(=O)C1 (centres undefined) | -31 | -2 | 20% | 5% | 5% | -13% | u
CC(/C=N/NC(=O)c1cc(-c2ccc(Cl)cc2)nc2ccccc12)=C\c1ccco1 | -11 | -3 | u | -45% | x | 1% | 1%
CC(C)Nc1nc(NC(N)=S)nc(NC(C)(C)C)n1 | -12 | -4 | -21% | -24% | -9% | 2% | -7%
